Source: PubChem BioAssay
GLS inh – qHTS for Inhibitors of Glutaminase (GLS). GLS enzymatic activity, qHTS titration. Potency, µM (doses to about 45.5 µM), for the others: top-dose activity change, negative = inhibition, usual class: inhibitors. hit rate 0.21% among 410,000; also: % is scaled to controls: 0 for no effect and ±100 for the full control effect
Target sequence (O94925 whole entry, looked up): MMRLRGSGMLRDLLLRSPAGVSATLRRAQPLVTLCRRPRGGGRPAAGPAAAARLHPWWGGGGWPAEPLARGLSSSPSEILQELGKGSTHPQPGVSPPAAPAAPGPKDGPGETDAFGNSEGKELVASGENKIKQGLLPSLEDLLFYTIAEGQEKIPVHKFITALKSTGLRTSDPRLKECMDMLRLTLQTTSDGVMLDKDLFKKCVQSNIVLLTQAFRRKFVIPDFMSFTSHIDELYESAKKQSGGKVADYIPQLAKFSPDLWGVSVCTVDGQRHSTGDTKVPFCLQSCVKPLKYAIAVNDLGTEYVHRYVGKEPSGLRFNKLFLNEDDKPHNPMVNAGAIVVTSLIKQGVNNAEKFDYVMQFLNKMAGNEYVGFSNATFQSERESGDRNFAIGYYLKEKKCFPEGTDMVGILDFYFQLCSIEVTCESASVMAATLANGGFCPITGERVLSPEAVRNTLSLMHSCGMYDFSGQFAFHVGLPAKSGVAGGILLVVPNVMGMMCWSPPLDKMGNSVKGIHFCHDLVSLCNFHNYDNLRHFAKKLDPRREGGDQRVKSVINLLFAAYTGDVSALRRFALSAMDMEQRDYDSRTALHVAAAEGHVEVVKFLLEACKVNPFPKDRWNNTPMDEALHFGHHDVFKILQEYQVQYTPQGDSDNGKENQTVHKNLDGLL
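Human kidney-isoform GLS in 45 mM KH2PO4 pH 8.2, 0.02% Tween-20, with compound, started with 1mM L-Glutamine (added stock). Glutamate oxidase/HRP/Amplex red coupled fluorescence read at start and after 30 min at RT.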
JMJD2A Tudor inh – qHTS Assay for Inhibitors of JMJD2A-Tudor Domain. AlphaScreen JMJD2A-Tudor / H3K4me3 peptide binding. Potency, µM (top dose mostly 114 µM), for inactives: top-dose activity change, negative = inhibition, usual class: inhibitors. AID 504339, 2011. hit rate 4.4% among 390,000; also: % is scaled to controls: 0 for no effect and ±100 for the full control effect; nearly all actives have a fitted effect of over 50% in size
HP1b binding inh – HTS for Inhibitors of HP1-beta Chromodomain Interactions with Methylated Histone Tails | AlphaScreen HP1-beta / biotin-H3K9me3 peptide binding | Potency, µM (highest dose often 114 µM), for the others: top-dose activity change, negative = inhibition, usual class: inhibitors | hit rate 0.56% among 390,000; also: nearly all actives have a fitted effect of over 70% in size; inactives centre near 23
Target sequence (P83916 whole entry, looked up): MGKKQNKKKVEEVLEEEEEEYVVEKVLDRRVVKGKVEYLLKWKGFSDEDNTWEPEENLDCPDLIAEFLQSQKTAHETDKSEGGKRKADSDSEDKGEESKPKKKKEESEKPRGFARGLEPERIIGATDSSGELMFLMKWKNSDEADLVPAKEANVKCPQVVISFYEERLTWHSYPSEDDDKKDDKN
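AlphaScreen: HP1-beta (50 nM) preformed 30 min with biotin-H3(1-18)K9me3 peptide (50 nM) in PBS pH 7.4, 0.01% Tween-20. Compound added for 30 min at RT, then streptavidin donor/nickel chelate acceptor beads (10 ug/mL) for 30 min.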
BLM inh – qHTS Assay for Inhibitors of Bloom's syndrome helicase (BLM). recombinant BLM DNA unwinding, fluorescence dequenching. Potency, µM (doses to about 56.1 µM), for the others: at the top dose activity change, negative = inhibition, hits mostly inhibitors. hit rate 0.2% among 350,000. RecQ-like DNA helicase BLM (Homo sapiens), P54132;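 also: plate controls were vehicle for no effect and no enzyme for full effect; nearly all actives have a fitted effect of over 35% in size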
BAZ2B block – qHTS Assay for Inhibitors of BAZ2B; Bromodomain adjacent to zinc finger domain protein 2B (Homo sapiens), Q9UIF8; AlphaScreen BAZ2B-H3K14Ac peptide displacement; Potency, µM (highest dose often 114 µM), for inactives: at the highest dose activity change, negative = inhibition, usual class: inhibitors; hit rate 4.4% among 360,000; AID 504333, 2011; also: % is scaled to controls: 0 for no effect and ±100 for the full control effect; nearly all actives have a fitted effect of over 60% in size
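Protein-peptide AlphaScreen: BAZ2B 50 nM, b-H3K14Ac 50 nM, 1x PBS pH 7.4 + 0.01% Tween-20. Preincubation 30 min RT; cpd 30 min RT (top 110 uM); beads 20 min RT, light-protected.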
G9a inh – qHTS Assay for Inhibitors of Histone Lysine Methyltransferase G9a. Histone-lysine N-methyltransferase EHMT2 (Homo sapiens), Q96KQ7. G9a H3K9 monomethylation, AlphaScreen, 2 h. Potency, µM (doses to about 102 µM), without a hit: at the top dose activity, negative = inhibition, hits mostly inhibitors. hit rate 8.8% among 350,000; also: % is scaled to controls: 0 for no effect and ±100 for the full control effect; nearly all actives have a fitted effect of over 75% in size
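G9a (20 nM) preincubated 15 min RT with compounds, then 500 nM biotinylated H3K9 peptide and 20 uM SAM added; 2 h RT reaction. Monomethyl-H3K9 product detected by AlphaScreen with anti-H3K9me1 antibody, streptavidin donor and anti-rabbit IgG acceptor beads.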
Pol iota inh – qHTS for Inhibitors of Polymerase Iota; DNA polymerase iota (Homo sapiens), Q9UNA4; AID 588590, 2011; Pol iota fluorescent replication assay, 10 min; Potency, µM (doses to about 115 µM), for inactives: at the top dose activity, negative = inhibition, usual class: inhibitors; hit rate 1% among 390,000
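Fluorescent replication assay read twice, at 0 min and 10 min after adding 50 nM (final) substrate. Enzyme (10 nM) and compounds were first incubated 15 min at room temperature; enzyme-free buffer wells were negative controls.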
Pin1 inh – qHTS Assay to Find Inhibitors of Pin1 | hit rate 0.009% among 390,000 | Potency, µM (series often up to 115 µM), for the others: top-dose activity, negative = inhibition, hits mostly inhibitors | Pin1 FP peptide displacement, HiFluor488, 10 min | Peptidyl-prolyl cis-trans isomerase NIMA-interacting 1 (Homo sapiens), Q13526; active = well fitted inhibition curve with a large enough effect in the polarisation, with a control signal flat, not every such curve was filed as active; inconclusive = small, poorly fitted or top-dose-only effect, or effect the other way, or a change in a side signal; inactive = no such curve, though single readings can be large or run the other way; the % refers to the polarisation; also: % is scaled to controls: 0 for no effect and ±100 for the full control effect
Target sequence (Q13526 whole entry, looked up): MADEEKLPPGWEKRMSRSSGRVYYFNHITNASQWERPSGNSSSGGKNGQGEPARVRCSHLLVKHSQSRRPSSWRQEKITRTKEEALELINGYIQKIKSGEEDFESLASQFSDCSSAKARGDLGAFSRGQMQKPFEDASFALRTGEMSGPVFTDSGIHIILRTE
PGK inhibitor – qHTS Assay to Find Inhibitors of Phosphoglycerate Kinase; AID 602233, 2012; PGK/GAPDH coupled, Kinase-Glo luminescence, 60 min; hit rate 0.043% among 380,000; Potency, µM (doses to about 57.5 µM), inactives show top-dose activity change, negative = inhibition, actives largely listed as inhibitors; also: % is scaled to controls: 0 for no effect and ±100 for the full control effect; nearly all actives have a fitted effect of over 60% in size
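Recombinant glycosomal PGK reaction used 1,3-bisphosphoglycerate generated in-well by GAPDH (100nM final) in 100mM TEA pH 7.6, 5mM MgCl2, 0.01% Tween-20. After 60 minutes at room temperature, ATP was read by Kinase-Glo Plus luminescence end-point.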
Active calls of the source: *; [ ] = another dose, or the depositor's remark. Unless noted, calls follow the shape of the dose curve; as a rule, active = well fitted curve in the direction sought with a large enough effect; inconclusive = small, poorly fitted or top-dose-only effect, or another doubt; inactive = no such curve, though single readings can be large; an effect the other way counts as inactive or inconclusive. Potency is read from the fitted curve at half-maximal effect. This is a subset; the hit share may differ from the screen's.

`CCOC(=O)c1ccc(NC(=O)Nc2c(C)n(C)n(-c3ccccc3)c2=O)cc1` gave GLS inh 18%, JMJD2A Tudor inh -13%, HP1b binding inh 2%, BLM inh 0%, BAZ2B block 1%, G9a inh 3%, Pol iota inh 14%, Pin1 inh -11% and PGK inhibitor -1%.
Screening O=C(Nc1ccc(C(F)(F)F)cc1)c1cccnc1N1CCOCC1 returned GLS inh -14%, JMJD2A Tudor inh -26%, HP1b binding inh -4%, BLM inh -3%, BAZ2B block 10%, G9a inh inconclusive, Pol iota inh 3%, Pin1 inh 5% and PGK inhibitor -8%.
For O=C(N/N=C/c1ccc(-c2cccc([N+](=O)[O-])c2)o1)c1ccccc1O the results were GLS inh -3%, JMJD2A Tudor inh inconclusive, HP1b binding inh 11%, BLM inh -7%, BAZ2B block -35%, G9a inh -3%, Pol iota inh 48%[activator], Pin1 inh -3% and PGK inhibitor -15%.
COc1ccc(S(=O)(=O)N/N=C(/C)c2ccncc2)c(OC)c1 was read as GLS inh -1%, JMJD2A Tudor inh 2%, HP1b binding inh 55%[activator], BLM inh 1%, BAZ2B block -3%, G9a inh 25µM*, Pol iota inh 32%[activator], Pin1 inh -2% and PGK inhibitor 6%.
Screening Cc1ccc(S(=O)(=O)N(C)C)cc1NC(=O)c1cccs1 returned GLS inh -6%, JMJD2A Tudor inh -5%, HP1b binding inh 36%, BLM inh 0%, BAZ2B block 0%, G9a inh -1%, Pol iota inh 39%[activator], Pin1 inh -2% and PGK inhibitor -1%.
Screening COc1ccc(C(=O)COC(=O)c2ccn(C)n2)cc1 returned GLS inh 0%, JMJD2A Tudor inh -10%, HP1b binding inh -1%, BLM inh -5%, BAZ2B block -15%, G9a inh inconclusive, Pol iota inh 16%, Pin1 inh -5% and PGK inhibitor -5%.
Cn1c(=O)c2c(nc(/C=C/c3cccc(Cl)c3)n2C)n(C)c1=O was read as GLS inh 0%, JMJD2A Tudor inh -1%, HP1b binding inh 33%, G9a inh 8%[12.7 µM], Pol iota inh -18%[58.9 µM], Pin1 inh -9% and PGK inhibitor -4%.
Screening Cc1onc(C(=O)N2CCN(c3ccccc3)CC2)c1[N+](=O)[O-] returned GLS inh 9%, JMJD2A Tudor inh -30%, HP1b binding inh 12%, BLM inh -6%, BAZ2B block inconclusive, Pol iota inh 0%, Pin1 inh -10% and PGK inhibitor inactive.
Screening CCN(CC)S(=O)(=O)c1ccc(Cl)c(C(=O)NCc2ccccc2Cl)c1 returned GLS inh -5%, JMJD2A Tudor inh 2%, HP1b binding inh 62%, BLM inh -5%, BAZ2B block -5%, G9a inh 11%[59 µM], Pol iota inh 14%, Pin1 inh 8% and PGK inhibitor inactive.
CCCCn1c(N)c(N(CC(C)C)C(=O)C2CC(=O)N(CCc3ccccc3)C2)c(=O)[nH]c1=O (stereo not given) was read as GLS inh -8%, JMJD2A Tudor inh 0%, HP1b binding inh 19%, BLM inh -3%, BAZ2B block -10%, G9a inh 48%, Pol iota inh 19%, Pin1 inh -17% and PGK inhibitor -1%.
For CC(C)Oc1ccc(C(=O)OCC(=O)N2CCCc3ccccc32)cc1 the results were GLS inh -2%, JMJD2A Tudor inh 17%, HP1b binding inh 63%[activator], BAZ2B block 11%, G9a inh -30%, Pol iota inh -1%, Pin1 inh 9% and PGK inhibitor -5%.
O=C(c1cc(Br)ccc1Cl)N1CCCC1 was read as GLS inh 2%, JMJD2A Tudor inh -3%, HP1b binding inh 46%[activator], BLM inh 0%, BAZ2B block -4%, G9a inh -14%, Pol iota inh -4%, Pin1 inh -4% and PGK inhibitor 4%.
Screening COC(=O)C(O)(CC(=O)Nc1cc(Cl)ccc1Cl)C(F)(F)F (stereo not given) returned GLS inh -9%, JMJD2A Tudor inh -13%, HP1b binding inh 18%, BLM inh -1%, BAZ2B block -5%, G9a inh inconclusive, Pol iota inh -13%, Pin1 inh -6% and PGK inhibitor -2%.
Screening Cc1ccc(CCNC(=O)c2cc3c(=O)oc4ccccc4c3s2)cc1 returned GLS inh 3%, JMJD2A Tudor inh -12%, HP1b binding inh 11%, BLM inh -1%, BAZ2B block 1%, G9a inh 1%[59 µM], Pol iota inh 6%, Pin1 inh 6% and PGK inhibitor 10%.
`CC(=O)Nc1n[nH]c(-c2ccc(C)cc2)c1C` gave GLS inh 0%, JMJD2A Tudor inh -1%, HP1b binding inh 51%[activator], BLM inh -1%, BAZ2B block -10%, G9a inh -3%, Pol iota inh 13%, Pin1 inh -3% and PGK inhibitor 7%.
For O=[N+]([O-])c1cccc(Cl)c1CSc1ccccn1 the results were GLS inh -5%, JMJD2A Tudor inh -5%, HP1b binding inh 50%[activator], BLM inh -4%, BAZ2B block inconclusive, G9a inh 45µM*, Pol iota inh 8%, Pin1 inh -2% and PGK inhibitor inactive.
Screening COc1cccc(CN(C)C(=O)c2ccc(NC(=O)CC3SC(N4CCCCC4)=NC3=O)cc2)c1OC (stereo not given) returned GLS inh 0%, JMJD2A Tudor inh -20%, HP1b binding inh 18%, Pol iota inh 8%, Pin1 inh -2% and PGK inhibitor 1%.
`COc1ccc2cc(C(N)=O)c(=Nc3ccc(C)cc3)oc2c1` gave GLS inh -1%, JMJD2A Tudor inh -19%, HP1b binding inh 11%, BLM inh -4%, BAZ2B block -2%, G9a inh 11%, Pol iota inh 45%[activator], Pin1 inh 3% and PGK inhibitor inactive.
Screening CCCCOC(=O)/C(C#N)=C/c1ccc(-c2cccc(C(F)(F)F)c2)o1 returned GLS inh -4%, JMJD2A Tudor inh -25%, HP1b binding inh 5%, BLM inh 0%, BAZ2B block -16%, G9a inh -1%[59 µM], Pol iota inh 21%, Pin1 inh 19% and PGK inhibitor -3%.
For Cc1cc(C)n2c(Br)c(CSc3nc4ccccc4s3)nc2n1 the results were GLS inh 0%, JMJD2A Tudor inh -25%, HP1b binding inh 12%, BLM inh -14%, BAZ2B block -28%, G9a inh inconclusive, Pol iota inh inconclusive, Pin1 inh inconclusive and PGK inhibitor -5%.
Screening CC1CCCN(C/C=C/c2ccccc2[N+](=O)[O-])C1 (stereo not given) returned GLS inh 13%, JMJD2A Tudor inh -20%, HP1b binding inh 11%, BLM inh 0%, BAZ2B block 3%, G9a inh -44%, Pol iota inh 3%, Pin1 inh 3% and PGK inhibitor -5%.
For Cc1onc(-c2ccccc2)c1C(=O)N(CC(C)C)c1c(N)n(CC(C)C)c(=O)[nH]c1=O the results were GLS inh -6%, JMJD2A Tudor inh -25%, HP1b binding inh 19%, BAZ2B block 3%, G9a inh -19%[12.7 µM], Pol iota inh -4%, Pin1 inh 2% and PGK inhibitor -1%.
Cc1cccc(NC(=O)CN2C(=S)NC(C)(C)CC2C)c1 (stereo not given) was read as GLS inh 7%, JMJD2A Tudor inh -10%, HP1b binding inh -1%, BLM inh 0%, BAZ2B block 2%, G9a inh 20µM*, Pol iota inh 106%[activator], Pin1 inh -3% and PGK inhibitor 7%.
For Cc1ccc(NC(=O)CN(C)C(=O)CSc2nc(C)cs2)cc1 the results were GLS inh -4%, JMJD2A Tudor inh -8%, HP1b binding inh 10%, BLM inh -4%, BAZ2B block 4%, G9a inh inconclusive, Pol iota inh 102%[activator], Pin1 inh -1% and PGK inhibitor 8%.
Screening COc1ccc(S(=O)(=O)N2CCN(C(=O)CCNC(=O)c3ccccc3Cl)CC2)cc1 returned GLS inh 9%, JMJD2A Tudor inh -10%, HP1b binding inh 21%, BAZ2B block -5%, G9a inh -13%[2.33 µM], Pol iota inh 10%, Pin1 inh 3% and PGK inhibitor 12%.
`COc1cccc(OC)c1C(=O)Nc1c(C(=O)N2CCN(c3ccccn3)CC2)oc2ccccc12` gave GLS inh 14%, JMJD2A Tudor inh -17%, HP1b binding inh 13%[57 µM], BLM inh -3%, BAZ2B block -31%, G9a inh -6%, Pol iota inh -4%, Pin1 inh 7% and PGK inhibitor inactive.
`COc1ccc(C(=O)/C=C/C(=O)N(CC(=O)NC2CCCCC2)CC2CCCO2)c(O)c1` (stereo not given) gave GLS inh -18%, JMJD2A Tudor inh -20%, HP1b binding inh -5%, BLM inh -8%, BAZ2B block -30%, G9a inh 8.9µM*, Pol iota inh 17%, Pin1 inh 7% and PGK inhibitor inactive.
`COc1ccc(N2CC(C)Cn3c2nc2c3c(=O)n(Cc3ccccc3)c(=O)n2C)c(OC)c1` (stereo not given) gave GLS inh -6%, JMJD2A Tudor inh inconclusive, HP1b binding inh -25%, BLM inh -5%, BAZ2B block inconclusive, G9a inh 6.3µM*, Pol iota inh 85%[activator], Pin1 inh 0% and PGK inhibitor 5%.
`Cc1cn(CC(=O)NCc2ccc(N(C)C)cc2)c(=O)[nH]c1=O` gave GLS inh 28%, JMJD2A Tudor inh -29%, HP1b binding inh 3%, Pol iota inh inconclusive, Pin1 inh 3% and PGK inhibitor -6%.

Retrieved by structure from the list above (2):
For Cc1cc(C)n2c(Br)c(CSc3nc4ccccc4s3)nc2n1 the results were GLS inh 0%, JMJD2A Tudor inh -25%, HP1b binding inh 12%, BLM inh -14%, BAZ2B block -28%, G9a inh inconclusive, Pol iota inh inconclusive, Pin1 inh inconclusive and PGK inhibitor -5%.
Screening COc1ccc(S(=O)(=O)N2CCN(C(=O)CCNC(=O)c3ccccc3Cl)CC2)cc1 returned GLS inh 9%, JMJD2A Tudor inh -10%, HP1b binding inh 21%, BAZ2B block -5%, G9a inh -13%[2.33 µM], Pol iota inh 10%, Pin1 inh 3% and PGK inhibitor 12%.
